USP2a inh = USP2a (human) protease inhibition | USP2a enzymatic assay, qHTS inhibition | Potency, µM (highest dose often 38.3 µM), inactives show at the highest dose activity change, negative = inhibition, hits mostly inhibitors | 0.1% of 60,000 active | AID 927;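 further: potency means the concentration at half of the fitted maximal effect; nearly all actives have a fitted effect of over 60% in size; plate controls were DMSO for no effect and NEM full inhibition control for full effect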
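Coupled readout: USP2-cleaved Ub-PLA2 (20nM final) turns over NBD C6-HPC (20uM final), Ex 460nm/Em 535nm after 2.5 h, time-zero read flagging artifacts. Enzyme (20nM final, pH 8.0 Tris) given 30 min RT with compound first; NEM defines full inhibition.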
HADH2 inhib = HADH2 (human) dehydrogenase inhibition. Q99714. recombinant HADH2, NADH fluorescence, beta-hydroxybutyryl-CoA. Potency, µM (titrated, usually from 57.1 µM), without a hit: top-dose activity change, negative = inhibition, actives largely listed as inhibitors. 3.4% of 73,000 active. AID 886; further: potency means the concentration at half of the fitted maximal effect; on the % scale 0 is the no-effect control and ±100 the full control effect; nearly all actives have a fitted effect of over 60% in size; many of its hits are not listed in these tables
Target sequence (Q99714 whole entry, looked up, one chain of several): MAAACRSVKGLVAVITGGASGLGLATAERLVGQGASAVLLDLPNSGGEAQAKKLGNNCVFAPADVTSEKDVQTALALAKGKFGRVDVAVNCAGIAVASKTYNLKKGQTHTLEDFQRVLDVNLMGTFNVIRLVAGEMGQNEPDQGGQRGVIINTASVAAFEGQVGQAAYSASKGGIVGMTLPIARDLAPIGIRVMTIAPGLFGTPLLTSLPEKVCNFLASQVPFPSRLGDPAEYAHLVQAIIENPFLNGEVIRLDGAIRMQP
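NADH fluorescence (ex 360/em 450 nm) read every 30 s for 4 min; activity taken as last-minus-first time point difference. Enzyme 20 nM, NAD+ 1 mM, beta-hydroxybutyryl-CoA 90 uM, pH 9.0 Tris buffer.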
BRCT PPI green = BRCA1 BRCT-phosphoprotein interaction inhibition | BRCA1 BRCT-phosphopeptide binding, green fluorescence polarization | 0.05% of 75,000 active | Potency, µM (series often up to 76.9 µM), for inactives: top-dose activity change, negative = inhibition, usual class: inhibitors;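 further: potency means the concentration at half of the fitted maximal effect; plate controls were peptide without protein for full effect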
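Compounds were incubated for 12 min at room temperature with a complex of 100 nM fluorescein-tagged pBACH1 decapeptide and 250 nM His-tagged BRCT protein. Buffer was phosphate pH 7.3 with EDTA, DTT and Tween 20. Disruption of binding lowers the polarization signal.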
BRCT inh red = disrupts BRCA1 BRCT binding to phosphoprotein, red fluorophore readout; 0.03% of 75,000 active; P38398; Potency, µM (titrated, usually from 76.9 µM), without a hit: top-dose activity change, negative = inhibition, usual class: inhibitors; BRCT-phosphopeptide binding, red fluorescence polarization; further: on the % scale 0 is the no-effect control and ±100 the full control effect
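Rhodamine-labelled pBACH1 10-mer (100 nM) bound to BRCT domain (100 nM) at pH 7.3; compounds incubated 12 min room temperature, polarization read. Free peptide defines full inhibition; unlabelled decapeptide titrated as control.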
Epigenetic mod = epigenetic modulators derepressing GFP locus in mouse cells; mouse C127i GFP locus derepression, cytometry, 30 h; Potency, µM (top dose mostly 46.1 µM), for the others: at the highest dose GFP derepression (activation); 0.09% of 68,000 active; AID 597; further: % of control where 0% means no effect
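Murine C127i mammary cells carrying a silenced, stably integrated CMV-driven GFP reporter were treated with compound for 30 hours at 37 C. After PBS washes, GFP-positive cells were counted by laser-scanning microplate cytometry.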
UbGFP stabilizer = proteasome inhibitors stabilizing ubiquitin-GFP reporter; 67,000 tested, under 10 active; Ubiquitin-GFP reporter cells, proteasome inhibition, GFP fluorescence; response scale: untreated = 0%, 10 µM MG-132 = 100%; AID 526; Potency, µM (series often up to 45.9 µM), for the others: at the highest dose activation (GFP accumulation), usual class: activators; active means well fitted activation curve with a large enough effect, not every such curve was filed as active; inconclusive means small, poorly fitted or top-dose-only effect, or another doubt; inactive means no such curve, though single readings can be large or run the other way; further: potency means the concentration at half of the fitted maximal effect
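U2OS cells stably expressing ubiquitin(G76V)-GFP, seeded overnight in 0.5% FBS medium, were exposed to compounds (qHTS, 46 uM to 2.9 nM) for 4 hr at 37 °C. GFP-positive cells were counted by laser cytometry (488 ex/515 em), normalized between basal and 10 uM MG-132.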
HBB splicing = modulators of hemoglobin beta chain splicing. HBB splicing reporter cell assay, activation; EGFP reporter with mutant IVS2-654 intron; response scale: normalised to 500 nM splice-correcting PNA. 0.06% of 65,000 active. Potency, µM (highest dose often 46.1 µM), without a hit: at the top dose activation, usual class: activators; further: potency means the concentration at half of the fitted maximal effect; 0% is about no effect
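Compounds were applied for 2 days to HeLa EGFP-654 cells, 500/well in Optimem with 2% FCS. The reporter's EGFP is disrupted by mis-splicing of beta-globin intron IVS2-654. Readout: summed well GFP fluorescence from 488 nm laser scanning; reference was 500 nM antisense […] 654 PNA.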
Hsp90 Hop PPI = changes Hsp90-Hop TPR2A binding signal, up or down; AlphaScreen TPR2A-His6 binding biotin-Hsp90 C-terminal peptide; Potency, µM (titrated, usually from 57 µM), for the others: at the highest dose activity change, negative = inhibition; 0.44% of 71,000 active; AID 595; active means well fitted curve in either direction with a large enough effect; inconclusive means small, poorly fitted or top-dose-only effect, or another doubt; further: potency means the concentration at half of the fitted maximal effect; on the % scale 0 is the no-effect control and ±100 the full control effect; many of its hits are not listed in these tables
CRE-bla Fsk = alters forskolin-stimulated CRE reporter signaling in CHO cells. CHO CRE-bla reporter (cAMP response element driving beta-lactamase), forskolin EC10, beta-lactamase ratio. Potency, µM (highest dose often 38.2 µM), for the others: at the top dose activity change, negative = inhibition, actives largely listed as activators. 2.5% of 71,000 active. AID 662; active means well fitted activation curve with a large enough effect in the signal ratio, with a control signal flat, not every such curve was filed as active; inconclusive means small, poorly fitted or top-dose-only effect, or effect the other way, or a change in a side signal; the % refers to the signal ratio; further: potency means the concentration at half of the fitted maximal effect; % of control where 0% means no effect
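Using CellSensor CRE-bla CHO cells in Opti-MEM with 0.5% dialyzed FBS, compounds were titrated with EC10 NKH 477 for 3 h at 37 °C. CCF4 ratio (460/530 nm) gave %Activity; AC50 derived.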
DNA Pol III inh = blocks replication by bacterial DNA polymerase III holoenzyme. AID 603. 0.25% of 71,000 active. reconstituted DNA polymerase III holoenzyme replication, biochemical. Potency, µM (series often up to 57.1 µM), without a hit: top-dose activity change, negative = inhibition; further: potency means the concentration at half of the fitted maximal effect; on the % scale 0 is the no-effect control and ±100 the full control effect
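Reconstituted *E. coli* holoenzyme (0.35 nM Pol III, 1 nM beta, 154 nM SSB, 2 nM primase) was preincubated with compound for 15 min at RT. Synthesis on 1.4 nM ssM13Gori ran 35 min, then was stopped with PicoGreen/EDTA and read as dsDNA fluorescence.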
ALOX15 inhib = 15-hLO (ALOX15) enzyme inhibition; purified 15hLO-1, xylenol orange hydroperoxide absorbance; Potency, µM (titrated, usually from 57.1 µM), inactives show top-dose activity change, negative = inhibition, actives largely listed as inhibitors; 1.4% of 74,000 active; further: potency means the concentration at half of the fitted maximal effect; on the % scale 0 is the no-effect control and ±100 the full control effect; nearly all actives have a fitted effect of over 55% in size
Target sequence (P16050 whole entry, looked up): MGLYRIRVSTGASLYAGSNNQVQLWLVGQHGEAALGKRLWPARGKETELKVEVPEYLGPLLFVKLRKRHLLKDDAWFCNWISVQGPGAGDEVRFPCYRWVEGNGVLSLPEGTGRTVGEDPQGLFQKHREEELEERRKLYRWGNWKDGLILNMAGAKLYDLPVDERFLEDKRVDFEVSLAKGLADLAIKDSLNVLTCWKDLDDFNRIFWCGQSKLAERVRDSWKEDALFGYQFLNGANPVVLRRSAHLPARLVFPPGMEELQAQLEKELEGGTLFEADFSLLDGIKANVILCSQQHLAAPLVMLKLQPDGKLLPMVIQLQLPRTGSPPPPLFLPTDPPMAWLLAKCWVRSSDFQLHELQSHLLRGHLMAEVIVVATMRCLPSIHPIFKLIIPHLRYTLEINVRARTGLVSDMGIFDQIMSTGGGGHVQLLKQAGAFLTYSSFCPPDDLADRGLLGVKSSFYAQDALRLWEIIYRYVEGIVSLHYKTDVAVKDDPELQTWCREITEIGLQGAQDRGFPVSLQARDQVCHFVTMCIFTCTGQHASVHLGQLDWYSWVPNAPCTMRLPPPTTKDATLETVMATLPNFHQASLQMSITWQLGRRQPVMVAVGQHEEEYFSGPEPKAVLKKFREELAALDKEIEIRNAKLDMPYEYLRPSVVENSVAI
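Hydroperoxide formed from arachidonic acid (50 uM) by purified human 15hLO-1 (40 nM) oxidizes ferrous iron, and the ferric-xylenol orange complex is read at 573 versus 405 nm. Compounds were preincubated 15 min; reaction ran 6 min at room temperature.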
An asterisk follows results filed as active; ? = inconclusive; . = not tested or not shown; [ ] = another dose, or the depositor's remark. Unless noted, the call rests on the fitted dose curve; in most records, active means well fitted curve in the direction sought with a large enough effect; inconclusive means small, poorly fitted or top-dose-only effect, or another doubt; inactive means no such curve, though single readings can be large; an effect the other way counts as inactive or inconclusive. An excerpt; rates above refer to the full screens.

SMILES	USP2a inh	HADH2 inhib	BRCT PPI green	BRCT inh red	Epigenetic mod	UbGFP stabilizer	HBB splicing	Hsp90 Hop PPI	CRE-bla Fsk	DNA Pol III inh	ALOX15 inhib
Nc1c2c(nc3ccn(Cc4ccccc4)c(=O)c13)CCC2	19%	-10%	2.9%	0.2%	0%	-9%	0.3%[1.84 µM]	-6%	?	-8%	3%
C[C@]12CC[C@H]3c4ccc(O)cc4CC[C@@H]3[C@H]1C/C(=N/O)[C@H]2O	.	-6%[11.4 µM]	0.2%[15.4 µM]	-2.0%[15.4 µM]	2%[9.22 µM]	-5%[9.17 µM]	4.8%[9.22 µM]	-3%[11 µM]	-16%[7.6 µM]	-1%[11.4 µM]	2%[11.4 µM]
COc1ccc(C2=C(O)C(C)N(c3ccccc3)C2=N)cc1OC (configuration not stated)	2%	0%	-1.8%	1.6%	1%	1%	1.3%	-1%	?	1%	7%
CN(C)Cc1nsc(N(C)C)n1	.	2%[11.4 µM]	0.4%[15.4 µM]	0.5%[15.4 µM]	7%[9.22 µM]	-6%[9.17 µM]	3.6%[9.22 µM]	2%[11 µM]	-4%[7.6 µM]	-8%[11.4 µM]	5%[11.4 µM]
CCOc1cc(C2NC(=O)NC(O)(C(F)(F)F)C2C(=O)c2ccc(OC)cc2)ccc1O (configuration not stated)	4%	-2%	-1.5%	-0.6%	-1%	1%	.	5%	-2%	-5%	5%
O=C(NCc1ccccc1)N(Cc1cc2cc3c(cc2[nH]c1=O)OCO3)CC1CCCO1 (configuration not stated)	20%	?	5.1%	1.0%	4%	-1%	.	0%	4%	0%	-4%
O=S(=O)(c1ccc(Cl)s1)N1CCN(Cc2ccccc2)CC1	-1%	12%	-0.7%	-1.9%	2%	6%	-1.0%	17%	-13%	-8%	-3%
CCOC(=O)C1CCCN(C(=O)C2CCN(Cc3nc(-c4ccc(Cl)cc4)oc3C)CC2)C1 (configuration not stated)	47%[activator]	9%	0.7%	0.1%	4%	-2%	3.3%[1.84 µM]	0%	5%	-3%	2%
Cc1ccc(NC(=O)NC2(C(=O)NCc3ccco3)CCCCC2)cc1	3%	13%	-0.4%	-0.4%	4%	3%	.	-5%	-5%	-9%	1%
CCOC(=O)c1[nH]nc2c1C(=O)N(Cc1ccccc1)C2=O	1%	3%	-1.5%	-0.1%	-4%	-8%	0.6%	-5%	?	0%	13%
CCN(CC)S(=O)(=O)c1cc(-c2nnc(-c3ccc(Br)cc3)o2)ccc1Cl	4%	8%	-1.5%	-1.0%	2%	4%	1.6%	?	?	-4%	-20%
CS(=O)(=O)N1CCN(C(=O)c2ccccc2)C1	-6%	9%	-1.9%	-1.1%	4%	10%	0.6%	0%	3%	1%	8%
N#Cc1cccc(NC(=O)c2nc(-c3ccccc3)n(-c3ccccc3)n2)c1	24%	-1%	-0.9%	-2.3%	1%	-1%	-0.2%[57.5 µM]	?	?	9%	-24%
CC(C)(C)OC(=O)N1CCCC1C(=O)N1CCCC1C(=O)N1CCCC1C(=O)O (configuration not stated)	8%	-3%	0.6%	-0.9%	0%	10%	-0.2%	0%	-1%	-2%	4%
O=C(c1cc2c(s1)CCCCC2)N1CCN(c2ncccn2)CC1	8%	4%	-3.3%	-1.1%	6%	-1%	-1.1%	?	?	5%	-10%
CN(C)c1ccc(-c2nc(Nc3ccncc3)c3ccccc3n2)cc1	?	-22%	0.2%	0.6%	0%[9.22 µM]	0%	-0.1%	0%	1.3µM*	-8%	-25%
CSc1ccccc1N=Cc1nc(-c2ccccc2)oc1O	-4%	-5%	-5.0%	-0.5%	0%	-3%	-0.6%	28%	?	5%	?
Cc1cc2nc3c(=O)[nH]c(=O)nc-3n(C[C@H](O)[C@H](O)[C@H](O)CO)c2cc1C	.	-15%	7.9µM*	-11%	.	.	-0.8%	-4%	?	283%	?
COC(=O)[C@@]1(Cc2ccc(F)cc2)[C@H]2c3cc(C(=O)N(C)C)n(Cc4ccc(C(F)(F)F)nc4)c3C[C@H]2CN1C(=O)c1ccccc1	.	7%	3.2%	0.5%	.	.	-0.7%	-9%	?	-8%	.
CC(C)(C)C1=Nn2c(nnc2-c2ccccc2F)SC1	4%	9%	-0.3%	-0.4%	-2%	9%	-0.9%[1.84 µM]	-2%	?	2%	1%

Two entries drawn at random from the list so far:
SMILES	USP2a inh	HADH2 inhib	BRCT PPI green	BRCT inh red	Epigenetic mod	UbGFP stabilizer	HBB splicing	Hsp90 Hop PPI	CRE-bla Fsk	DNA Pol III inh	ALOX15 inhib
CC(C)(C)C1=Nn2c(nnc2-c2ccccc2F)SC1	4%	9%	-0.3%	-0.4%	-2%	9%	-0.9%[1.84 µM]	-2%	?	2%	1%
Cc1cc2nc3c(=O)[nH]c(=O)nc-3n(C[C@H](O)[C@H](O)[C@H](O)CO)c2cc1C	.	-15%	7.9µM*	-11%	.	.	-0.8%	-4%	?	283%	?

(listing goes on)
SMILES	USP2a inh	HADH2 inhib	BRCT PPI green	BRCT inh red	Epigenetic mod	UbGFP stabilizer	HBB splicing	Hsp90 Hop PPI	CRE-bla Fsk	DNA Pol III inh	ALOX15 inhib
CNC(=O)c1[nH]cnc1C(=O)Nc1cccc(OC)c1	1%	?	-0.2%	-5.9%	-3%	7%	-0.3%	-5%	?	-3%	5%
CN(C)C(=O)CN1C(=O)C2CC=C(Cl)CC2C1=O (configuration not stated)	-1%	9%	-2.6%	0.2%	-1%	7%	-0.3%[57.5 µM]	0%	-13%	5%	3%
COc1cc(C2NC(=O)NC(O)(C(F)(F)F)C2C(=O)c2cccs2)ccc1O (configuration not stated)	4%	-3%	-0.8%	1.1%	-2%	.	3.1%[0.369 µM]	-4%	-7%	-6%	4%
Cc1ccc(OCc2nc(C#N)c(N3CCCC3)o2)cc1	-2%	?	-4.0%	-0.7%	-1%	0%	.	?	10%	-4%	-5%
O=C(Nc1cccc(-c2cn3ccsc3n2)c1)c1ccccc1	23%	30%	0.2%	2.7%	-2%	0%	3.0%[57.5 µM]	?	16%	-9%	-16%
Cc1ccc(OCCOCCn2ccnc2)c(Br)c1	2%	-7%	0.8%	0.2%	12%	-8%	2.4%	-8%	18%	-1%	16%
O=C(Nc1ccc(S(=O)(=O)N2CCC(C(=O)NC3CCCCC3)CC2)cc1)c1ccco1	-4%	8%	-3.0%	-0.4%	0%	7%	.	-1%	2%	-2%	-1%
CCCn1c(-c2ccc(F)cc2)nc2c(N3CCN(CCn4ccnc4)CC3)nc(C)nc21	.	10%	-1.4%	-1.0%	.	-9%	-0.5%	-11%	?	-6%	9%

By substructure, the compounds so far containing an NH in an aromatic ring
SMILES	USP2a inh	HADH2 inhib	BRCT PPI green	BRCT inh red	Epigenetic mod	UbGFP stabilizer	HBB splicing	Hsp90 Hop PPI	CRE-bla Fsk	DNA Pol III inh	ALOX15 inhib
O=C(NCc1ccccc1)N(Cc1cc2cc3c(cc2[nH]c1=O)OCO3)CC1CCCO1 (configuration not stated)	20%	?	5.1%	1.0%	4%	-1%	.	0%	4%	0%	-4%
CCOC(=O)c1[nH]nc2c1C(=O)N(Cc1ccccc1)C2=O	1%	3%	-1.5%	-0.1%	-4%	-8%	0.6%	-5%	?	0%	13%
Cc1cc2nc3c(=O)[nH]c(=O)nc-3n(C[C@H](O)[C@H](O)[C@H](O)CO)c2cc1C	.	-15%	7.9µM*	-11%	.	.	-0.8%	-4%	?	283%	?
CNC(=O)c1[nH]cnc1C(=O)Nc1cccc(OC)c1	1%	?	-0.2%	-5.9%	-3%	7%	-0.3%	-5%	?	-3%	5%

Compound activity from PubChem BioAssay.
